Assay outcomes from PubChem.
KB-V1 cytotox = qHTS assay for MDR1-selective chemotherapeutics: Primary screen using the drug-selected MDR subline cells KB-V1; KB-V1 MDR cells viability, CellTiter-Glo, 72 h; Potency, µM (top dose mostly 46.1 µM), for inactives: top-dose activity change, negative = cytotoxicity, usual class: cytotoxic; 400,000 tested, 3.4% active; AID 1347076, 2019; note: potency is the fitted concentration of half-maximal effect; % is set by controls: 0 for no effect and ±100 for the full control effect; nearly all actives have a fitted effect of over 60% in size
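KB-V1 MDR subline cells in DMEM (phenol-red free, 10% FBS) exposed to compounds in qHTS concentration series for 72 h at 37 degrees C. Viability read by CellTiter-Glo luminescence; concentration-effect curves fitted after normalization and correction.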
KB-3-1 tox = qHTS assay for MDR1-selective chemotherapeutics: Primary screen using the parental adenocarcinoma cell KB-3-1; Potency, µM (titrated, usually from 46.1 µM), for inactives: at the top dose activity change, negative = cytotoxic, hits mostly cytotoxic; KB-3-1 viability, CellTiter-Glo ATP luminescence, 72 h; AID 1347075, 2019; 400,000 tested, 1.4% active; note: potency is the fitted concentration of half-maximal effect; % is set by controls: 0 for no effect and ±100 for the full control effect; nearly all actives have a fitted effect of over 60% in size
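Here the drug-naive KB-3-1 line serves as comparator for MDR sub-line selectivity; cells received compound titrations, 72 h at 37 °C, then CellTiter-Glo readout.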
MCF10A rereplic = A quantitative high throughput screen for small molecules that induce DNA re-replication in MCF 10a normal breast cells. Potency, µM (series often up to 46.1 µM), without a hit: at the top dose activity, positive = re-replication, actives largely listed as activators. AID 624296, 2012. MCF 10A DNA re-replication, Hoechst nuclear intensity, 48 h. 350,000 tested, 2.9% active; note: potency is the fitted concentration of half-maximal effect; % of control where 0% means no effect; nearly all actives have a fitted effect of over 50% in size
HT1080NT lethal = qHTS for induction of synthetic lethality in tumor cells producing 2HG: qHTS for the HT-1080-NT fibrosarcoma cell line | 360,000 tested, 1.6% active | HT-1080-NT fibrosarcoma viability, CellTiter-Glo ATP luminescence, 48 h | Potency, µM (series often up to 46.1 µM), inactives show top-dose activity, negative = less viability, usual class: cytotoxic;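 note: NT is the 2HG producing partner of a matched IDH1 knockdown line; potency is the fitted concentration of half-maximal effect; 0% = DMSO-treated cells and -100% = media-only wells without cells; nearly all actives have a fitted effect of over 55% in size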
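HT-1080-NT; 750 cells/well; 5% FBS RPMI; 48 h compound, 37 degrees C; CellTiter-Glo luminescence; curve fitting and curve-class assignment.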
IL1B secr inh = qHTS for Inhibitors of Inflammasome Signaling: IL-1-beta AlphaLISA Primary Screen. 360,000 tested, 4.7% active. THP-1 LPS/ATP IL-1B secretion, AlphaLISA, 16 h; stronger effect = lower value. activity change, % at 57.5 µM; in the data active = activity change below about -50%; inconclusive = mostly about -30% to -49%; note: % is set by controls: 0 for no effect and ±100 for the full control effect
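Secreted IL-1B measured by AlphaLISA bead assay after 16 h compound exposure of THP-1 cells; compounds (final up to 57.5 uM) added 1 h before LPS (250 ng/mL) and ATP (1.25 mM) stimulation; lower signal means less secretion.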
D3 ag = qHTS of D3 Dopamine Receptor Agonist: qHTS; D(3) dopamine receptor (Homo sapiens), P35462; D3R DiscoveRx beta-arrestin cells, luminescence, 90 min; max activation, %; 410,000 tested, 0.58% active; AID 652048, 2013; in the data active = max activation above about 30%; note: 0% is about no effect; mostly tested at two doses, the higher about 12 µM
Target sequence (P35462 whole entry, looked up): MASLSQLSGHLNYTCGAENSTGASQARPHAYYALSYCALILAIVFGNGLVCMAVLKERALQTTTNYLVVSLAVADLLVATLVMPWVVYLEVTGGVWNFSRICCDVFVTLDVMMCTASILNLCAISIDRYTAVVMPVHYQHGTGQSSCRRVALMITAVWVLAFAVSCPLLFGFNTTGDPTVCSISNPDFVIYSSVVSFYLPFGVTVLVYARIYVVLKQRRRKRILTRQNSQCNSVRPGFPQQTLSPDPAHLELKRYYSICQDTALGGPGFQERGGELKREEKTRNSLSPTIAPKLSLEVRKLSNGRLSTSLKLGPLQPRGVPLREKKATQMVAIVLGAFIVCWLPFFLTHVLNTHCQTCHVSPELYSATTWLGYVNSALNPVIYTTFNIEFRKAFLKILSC
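Agonist-mode cell screen: cells plated at 1500/well and incubated overnight at 37 °C, then exposed to library compounds for 90 min at 37 °C. Detection reagent was added for 30–60 min at room temperature, and luminescence was read.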
HEK293 tox = qHTS of GLP-1 Receptor Inverse Agonists: Cytotox Screen. HEK293 cAMP-luciferase reporter cells, luminescence, 24 h. Potency, µM (doses to about 38.3 µM), for inactives: top-dose activity change, negative = inhibition, actives largely listed as inhibitors. 410,000 tested, 0.13% active. AID 624418, 2012;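 note: loss of luciferase light is scored as toxicity; potency is the fitted concentration of half-maximal effect; % is set by controls: 0 for no effect and ±100 for the full control effect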
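Cells in DMEM/10% Nu serum/1% pen-strep, 1536-well format. Pre-incubated 12 h, dosed with 23 nL compound, incubated a further 24 h. Luciferase detection, 12 min at room temp, luminescence.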
HT1080 IDH1KD tx = qHTS for induction of synthetic lethality in tumor cells producing 2HG: qHTS for the HT-1080-IDH1KD cell line; HT-1080 IDH1 knockdown viability, ATP luminescence, 48 h; Potency, µM (top dose mostly 46.1 µM), inactives show top-dose activity, negative = toxicity, hits mostly cytotoxic; 360,000 tested, 2% active; AID 686971, 2013;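 note: potency is the fitted concentration of half-maximal effect; 0% = DMSO wells and -100% = cell-free medium wells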
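HT-1080-IDH1KD cells (IDH1 knocked down), 750/well in RPMI with 5% FBS, treated with compound 48 h at 37 degrees C. Viability by CellTiter-Glo luminescence, normalised to DMSO and no-cell wells; concentration-response curves classed.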
SW480 rereplic = A quantitative high throughput screen for small molecules that induce DNA re-replication in SW480 colon adenocarcinoma cells; SW480 DNA re-replication, Hoechst DNA content imaging, 48 h; 340,000 tested, 1.8% active; Potency, µM (titrated, usually from 46.1 µM), inactives show at the highest dose re-replication activation, actives largely listed as activators; note: potency is the fitted concentration of half-maximal effect; % of control where 0% means no effect; nearly all actives have a fitted effect of over 55% in size
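First, 250 cells per well were seeded. Next, compound or vehicle (23 nL) was pinned in, plates sat 48 hr at 37 C. Finally Hoechst was added for 40 min before fluorescence scanning.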
* hit, by the source's call; ? = inconclusive; / = not tested or not shown; [ ] = dose if it differs, or a comment. Unless noted, calls come from the whole dose curve; as a rule, active = well fitted curve in the direction sought with a large enough effect; inconclusive = small, poorly fitted or top-dose-only effect, or another doubt; inactive = no such curve, though single readings can be large; an effect the other way counts as inactive or inconclusive.

Each structure is followed by: KB-V1 cytotox, KB-3-1 tox, MCF10A rereplic, HT1080NT lethal, IL1B secr inh, D3 ag, HEK293 tox, HT1080 IDH1KD tx, SW480 rereplic
CC(C)n1c(C(=O)OCC(=O)NCc2ccc3c(c2)OCO3)cc2sccc21
    14.2%, 12.1%, 14.6µM*, ?, 32.7, -4.4, ?, -0.4%[9.24 µM], 7.6%
O=C(CCCCn1c(=O)c2ccccc2n(CC(=O)Nc2ccc(F)cc2F)c1=O)NCc1ccccc1Cl
    ?, ?, /, /, /, -8.6, 12.9%, /, /
CC(C)S(=O)(=O)C1=NSC2=NC(=O)/C(=C\c3ccc(-c4ccccc4)o3)C(=N)N21
    16.4µM*, 0.2%, 16.4µM*, -2.5%, 38.0, -3.3, 85.2%[activator], -0.3%, ?
C#CCn1cnc2c(cnn2-c2ccc(F)cc2)c1=O
    -6.8%, 6.4%, /, /, /, 3.6, -10.4%, /, /
CCCCN1Cc2ccccc2Oc2cc(Br)ccc2S1(=O)=O
    -22.3%, -28.2%, 7.7%, -6.3%, 57.7, -18.5, 33.1%[activator], 0.4%, 3.3%
CCc1cc(C(=O)Cc2nc3ccccc3[nH]2)c(O)cc1O
    2.9%, -0.6%, 16.0%, -27.9%, 67.5, 0.0, -10.9%, -17.1%, -3.0%
CC(=O)OC(C(=O)n1nc(C)cc1C)c1ccccc1 (stereo not drawn)
    14.9%, -3.0%, 2.6%, 11.4%, 1.5, 2.5, 6.5%, 1.2%, 7.9%
O=C(NC(=O)c1ccccc1Cl)Nc1ccc(-c2cnco2)cc1
    0.7%, 1.7%, -1.2%, 21.6%, -9.4, 4.1, -18.8%, 10.2%, -3.8%
N#Cc1ccccc1NC(=O)c1ccccc1OCC(=O)NCc1ccco1
    ?, -18.5%, 1.9%, -12.5%, -4.3, 2.9, 1.2%, -25.6%, 0.5%
CCCC[C@@H]1CNC(=O)C(=O)N1CC1CCCCC1
    -21.2%, 0.6%, /, 4.6%, -7.6, -0.2, -3.2%, -1.0%, /
O=C(NCc1ccccc1Cl)c1ccc(Cn2cc(C(F)(F)F)ccc2=O)cc1
    6.51µM*, -8.8%, 8.7%, -4.2%, 12.4, -5.1, 3.1%, 0.3%, -1.7%
O=C(c1ccccc1Cl)c1c(O)c2ccccc2oc1=O
    -3.6%, 1.0%, 0.3%, -5.7%, 18.7, 6.9, 0.5%, -3.0%, -18.4%
Cc1c(C(=O)O)sc2nc(SCC(=O)Nc3ccc(S(=O)(=O)NC(C)(C)C)cc3)[nH]c(=O)c12
    0.9%, -7.0%, ?, 9.8%, 26.9, 6.7, -0.3%, 7.8%, -3.7%
CC1CN(Cc2ccccc2)C(=S)NC1=O (stereo not drawn)
    /, /, 5.5%, 0.0%, 5.6, -4.8, 17.1%, -0.6%, -6.6%
COc1ccc(NC2CC(=O)N(c3cccc([N+](=O)[O-])c3)C2=O)cc1 (stereo not drawn)
    6.2%, -13.5%, -0.3%, 20.2%, 4.5, 4.9, -0.3%[0.307 µM], 8.4%, -8.2%
CC(C)c1ccc(/C=C/C(=O)NCCCN2CCOCC2)cc1
    11.5%, -0.5%, 3.3%, 0.6%, -1.1, -1.1, -4.9%, -0.1%, 2.4%
Fc1ccc(-c2nnc(CSc3nnc(-c4cccs4)o3)o2)cc1
    -1.1%, 10.4%, 5.8%, -1.8%, 21.1, 6.4, 6.2%, 0.9%, 0.7%
Cc1cccn2c(=O)c(/C=C(\C#N)C(=O)NCc3ccco3)c(N3CCCCC3)nc12
    -16.4%, -1.3%, 6.4%, 7.0%, -13.2, -23.6, 10.9%, 0.9%, -2.8%
CCC1(CC)NC(=O)N(CC(=O)OCC(=O)NC(=O)c2ccc(Cl)cc2)C1=O
    3.1%, 0.0%, -7.3%, 3.4%, -7.1, -13.2, 1.5%, 12.1%, 2.8%
CCN1CCN(C(=O)C2CC(=O)N(c3ccc(Cl)cc3)C2)CC1 (stereo not drawn)
    -0.4%, 0.0%, 4.9%, -0.6%, -13.8, 5.0, 6.9%, 8.3%, -3.5%
Cc1cc(C)nc(SCc2nnc(SCC(=O)Nc3nccs3)n2Cc2ccco2)n1
    3.8%, 18.9%, -0.4%, -3.5%, -0.3, -0.4, 4.2%, 1.2%, -2.9%
CCOc1cc(C(=O)NC(=S)Nc2nc(C)cc(C)n2)cc(OCC)c1OCC
    -1.7%, 8.1%, -5.0%, 8.8%, 56.9, -2.3, -3.4%, 7.5%, -4.9%
CCOc1ccccc1NC(=O)/C(C#N)=C/c1cccnc1
    ?, 5.1%, 1.8%, -6.6%, 68.7, -1.8, -1.5%, -1.9%, -2.1%
CC(OC(=O)Cn1c(C(F)(F)F)nc2ccccc21)C(=O)N1CCCc2ccccc21 (stereo not drawn)
    24.1%, 13.3%, -0.6%, 5.7%, 15.1, -9.9, 4.3%, -1.9%, -0.3%
CCOc1ccc(CN(C)CC(O)COC(c2ccc(OC)cc2)c2ccc(OC)cc2)cc1 (stereo not drawn)
    ?, ?, 18.4µM*, 16.4µM*, -58.7*, -3.4, ?, ?, ?
O=C(Cc1ccccc1)Nc1nnc2n1CCS2
    9.4%, 17.9%, /, /, /, -13.8, 2.8%, /, /
CCOC(=O)c1c(N)n(CCOC(=O)c2cccs2)c2nc3ccccc3nc12
    8.4%, 28.8%, ?, -22.2%, -28.7, -8.5, 324.5%[activator], -21.5%, -1.7%
CCOc1ccccc1N1CCN(C(=O)CNC(=O)c2ccccc2F)CC1
    -1.4%, 3.7%, -2.8%, 13.8%, 0.9, -0.4, 5.3%, 3.3%, -9.6%
CCOC(=O)N1CCC(N2CCN(S(=O)(=O)c3ccc([N+](=O)[O-])cc3)CC2)CC1
    0.0%, ?, 1.2%, 2.2%, 0.0, 3.9, -9.5%, -5.8%, 0.4%
COc1cccc(-c2nnn(C/C(N)=N/O)n2)c1
    -6.4%, 14.3%, 1.1%, 9.2%, 13.8, 3.0, -15.9%, 8.4%, /
COc1ccc(Nc2cc(Nc3cccc(OC)c3)ncn2)cc1
    -18.0%, -4.7%, -15.2%, 2.1%, -14.3, -7.2, 11.1%, -2.6%, 2.1%
Cc1cc(C)c(S(=O)(=O)N2CCC(C(N)=O)CC2)cc1C
    -1.8%, 1.3%, -2.7%, 8.9%, 10.5, 1.0, 5.1%, 18.6%, 21.0%
COc1ccc(CNC(=O)CN2c3ccccc3S(=O)(=O)c3ccccc32)cc1
    ?, 2.7%, 0.4%, -10.2%, -3.2, -3.9, 1.3%, -2.8%, ?
Cc1ccc(S(=O)(=O)N2CCOCC2)cc1C(=O)NCCCn1ccnc1
    ?, 12.6%, -0.9%, -2.5%, 4.5, -4.4, 3.9%, -0.1%, -0.9%
COC(C[C@@H]1O[C@@H]1[C@@H](O)COCc1ccccc1)OC
    11.7%, 5.5%, -9.6%, -0.8%, 9.7, 0.0, 3.4%, -0.6%, 23.8%
Cc1cccc(OCc2nnc(SCC(=O)NC3CCCCC3)n2C)c1
    -4.2%, 1.1%, -28.1%, -5.2%, 3.0, -13.3, -4.3%, -4.7%, -36.0%
O=C(NCc1ccco1)c1cccc(S(=O)(=O)N2CCOCC2)c1
    2.1%, -18.1%, -1.5%, 5.7%, 3.3, -12.5, -2.2%, 7.6%, -2.4%
CSc1nc(Cl)c(Cc2ccc(OC(C)C)cc2)c(N(C)C)n1
    0.0%, 0.0%, ?, 0.0%, 4.8, 6.2, 1.9%, -3.1%, 13.3%
COc1cccc(C(=O)Nc2c[nH]c(=O)[nH]c2=O)c1
    ?, ?, 6.7%, 5.1%, 23.5, 3.5, -10.0%, -1.0%, -3.5%
CCCCc1nc2ccccc2c(N)c1CCC (tested in a mixture with another compound)
    ?, ?, 4.5%, ?, -96.6*, -22.2, ?, ?, -0.6%
COc1cc(C)c(C(C)C)cc1S(=O)(=O)NCCCn1ccnc1
    0.8%, 10.4%, ?, 4.7%, 14.7, -0.6, -16.6%, 4.2%, -3.5%
Cn1nc(C(=O)NC2=NCCS2)ccc1=O
    -1.2%, -0.1%, -2.8%, 10.4%, 12.3, -0.5, 0.3%, 14.8%, 3.2%
O=C(CSc1ccsc1[N+](=O)[O-])N1CCCCC1
    -3.7%, 18.4µM*, 0.0%, 10.1%, 0.0, 1.5, -18.9%, 2.1%, ?
Cc1cc(NC(=O)CSc2ncnc3sc(C)c(C)c23)no1
    23.0%, -6.7%, 10.0%, -15.7%, 11.5, 6.7, 9.9%, 8.3%, -4.3%
CC12CCCCC1c1ccccc1C(=NCC(=O)O)N2 (stereo not drawn)
    -5.5%, 0.0%, -1.8%, -4.8%, -22.4, -6.2, 0.5%, -3.4%, -0.9%
Cc1ccc(/C=C2\SC(=S)N(CCC(=O)NNC(=O)c3cccnc3)C2=O)cc1
    7.8%, 14.4%, -4.8%, 2.3%, -5.2, 7.6, -17.2%, 1.4%, -3.8%
CCC1CCCCN1CCCNC(=O)CS(=O)(=O)Cc1nc(-c2cccc(OC)c2)oc1C (stereo not drawn)
    7.9%, -3.4%, -0.5%, -5.8%, -3.0, -3.1, -6.9%, -19.7%, 3.9%
Cc1cccc(NC(=O)CSc2nnc(CNC(=O)c3cccs3)o2)c1C
    -5.2%, -0.7%, -6.3%, 7.0%, 16.8, 1.1, -16.5%, 4.8%, -1.8%

Just IL1B secr inh and D3 ag (2 entries from above):
SMILES,IL1B secr inh,D3 ag
CCCCc1nc2ccccc2c(N)c1CCC (tested in a mixture with another compound),-96.6*,-22.2
Cc1cc(C)c(S(=O)(=O)N2CCC(C(N)=O)CC2)cc1C,10.5,1.0

Rows are unselected; any-hit rate near 11%.
